High-throughput results as filed in PubChem.
DAX1 inh-1 – blocks DAX1 repression of SF-1 activated StAR promoter | AID 652010 | HEK293T StAR-luciferase reporter, SF-1/DAX-1 repression relief | 1.1% of 370,000 active | inhibition, % at 6.8 µM;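 active = inhibition above the mean over all tested compounds plus 3 SD, cut at about 3.6% in these data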;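 note: 0% = DAX-1 cells with DMSO and 100% = cells lacking DAX-1 with DMSO; higher inhibition means more luminescence from relief of DAX-1 repression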
PG9 binder – binds the HIV-1 gp120 antibody PG9; TR-FRET gp120-PG9 antibody binding; inhibition, % at 6.7 µM; 0.43% of 360,000 active; AID 624416; in the data active = inhibition above about 8.5%
DAX1 inh-2 – inhibits human nuclear receptor DAX1. inhibition, % at 6.75 µM. 0.99% of 340,000 active. HEK293 Gal4-DAX1 luciferase reporter, luminescence. P51843. AID 504766;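 active = inhibition above the mean over all tested compounds plus 3 SD, cut at about 4.2% in these data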;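 note: 0% = DAX1-transfected cells with DMSO and 100% = empty-vector control cells with DMSO; inhibition shows as a rise in luminescence from relieved DAX1 repression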
Target sequence (P51843 207-470 limits assumed): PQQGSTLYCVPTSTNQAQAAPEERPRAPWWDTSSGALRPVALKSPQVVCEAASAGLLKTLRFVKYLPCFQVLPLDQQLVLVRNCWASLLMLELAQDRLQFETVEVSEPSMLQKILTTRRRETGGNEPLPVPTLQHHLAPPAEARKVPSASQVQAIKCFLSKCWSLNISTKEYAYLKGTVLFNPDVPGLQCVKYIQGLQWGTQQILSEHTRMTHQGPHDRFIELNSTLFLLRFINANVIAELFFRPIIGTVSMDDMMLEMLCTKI
GC-A act – GC-A (human) enzyme activation. HEK293 GC-A cells, cGMP TR-FRET, EC30 ANP; 0% at EC30 ANP, 100% saturating ANP. AID 1671463. 0.14% of 370,000 active. P16066. activation, % at 10 µM; in the data active = activation above about 40%
ADAM10 inh – ADAM10 inhibition, QFRET primary screen | O14672 | recombinant ADAM10, EDANS/DABCYL FRET peptide cleavage, 3 h | inhibition, % at 7 µM | 0.62% of 370,000 active | AID 720582;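 active = inhibition above a per-campaign cutoff equal to the mean of compounds falling between control-based bounds plus 3 SD, cut at about 20% in these data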;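 note: 0% = DMSO wells while the 100% control is not disclosed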
ADAM17 inh – ADAM17 inhibition, QFRET primary screen. P78536. AID 720648. 0.83% of 370,000 active. inhibition, % at 6.95 µM. recombinant ADAM17, EDANS/DABCYL FRET peptide cleavage;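 active = inhibition above the mean of compounds lying between control limits plus 3 SD, set per campaign, cut at about 8.5% in these data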;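 note: 0% = DMSO-only wells as the low control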
Target sequence (P78536 215-824 limits assumed): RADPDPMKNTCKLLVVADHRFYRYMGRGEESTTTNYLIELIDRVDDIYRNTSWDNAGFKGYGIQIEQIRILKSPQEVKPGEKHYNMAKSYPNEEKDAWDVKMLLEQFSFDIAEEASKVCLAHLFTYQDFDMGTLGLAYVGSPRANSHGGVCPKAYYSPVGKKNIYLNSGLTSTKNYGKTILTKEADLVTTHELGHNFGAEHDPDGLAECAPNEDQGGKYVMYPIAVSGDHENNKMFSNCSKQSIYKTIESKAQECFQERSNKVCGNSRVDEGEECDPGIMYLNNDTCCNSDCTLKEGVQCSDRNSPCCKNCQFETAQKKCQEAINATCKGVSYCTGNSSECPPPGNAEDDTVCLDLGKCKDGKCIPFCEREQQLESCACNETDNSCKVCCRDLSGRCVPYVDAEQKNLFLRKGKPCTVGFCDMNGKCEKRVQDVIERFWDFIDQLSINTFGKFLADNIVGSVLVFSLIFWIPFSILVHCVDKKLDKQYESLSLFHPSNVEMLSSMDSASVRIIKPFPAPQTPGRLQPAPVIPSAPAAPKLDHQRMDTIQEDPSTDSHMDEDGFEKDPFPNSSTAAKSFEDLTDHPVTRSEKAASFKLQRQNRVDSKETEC
ssDAF12 agonist – S. stercoralis DAF-12 activation, primary screen. HEK293 ssDAF-12/GRIP1 lit1-tk-luc reporter, luminescence; % of 3 µM dafachronic acid response. activation, % at 6.8 µM. 1% of 370,000 active. AID 652126;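 active = activation above the mean over all tested compounds plus 3 SD, cut at about 0.9% in these data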;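 note: 0% = DMSO-only wells and 100% = 3 µM delta7-dafachronic acid wells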
SMARCA2 activ – activators of SMARCA2 function. MG213 cells, MMTV-luciferase reporter, dexamethasone, overnight. activation, % at 9.1 µM. AID 652017. 1% of 370,000 active; in the data active = activation above about 7.8%;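 note: 0% = vehicle wells and 100% = reference activator wells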
hgDAF12 agonist – agonists of H. glycines DAF-12 nuclear receptor. HEK293 GAL4-hgDAF12 UAS-luciferase reporter, agonist luminescence; normalized to butyrate control. activation, % at 6.8 µM. 1.8% of 370,000 active;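 active = activation above a cutoff set at the mean of all screened compounds plus 3 SD, cut at about 10% in these data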;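 note: 0% = DMSO wells and 100% = sodium butyrate wells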
hcDAF-12 act – activators of H. contortus DAF-12 nuclear receptor | HEK293 hcDAF-12 lit1-tk-luc reporter, luminescence; 0% DMSO, 100% Δ7-dafachronic acid | activation, % at 6.8 µM | 1.4% of 370,000 active | AID 652067;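 active = activation above the mean of all tested compounds plus 3 SD, cut at about 5.5% in these data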;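 note: 100% = response to 3 µM Δ7-dafachronic acid high control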
GAA850 FXN act – increases GAA850 frataxin promoter reporter activity; HEK293 lucGAA850 FXN promoter luciferase reporter, 24 h; percent of 10 µM SAHA response; activation, % at 6 µM; 0.56% of 360,000 active;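 active = activation above the average of all compounds screened plus 3 SD, cutoff fixed separately per campaign, cut at about 7.5% in these data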;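 note: 0% = DMSO wells and 100% = 10 µM SAHA wells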
An asterisk follows results filed as active; . = no result given.

[1] Cc1cccnc1NC(=O)c1ccc(Cl)c(S(=O)(=O)N2CCCCC2)c1
[2] COc1cc(OC)cc(-c2nnc(SCC(=O)N(C(C)C)C(C)C)o2)c1
[3] COc1ccc(S(=O)NC2CCCCC2)c(OC)c1C (stereo not given)
[4] CCOC(=O)c1c(C)[nH]c(C(=O)N(C)Cc2cccc(OC)c2OC)c1C
[5] O=C(CN1C(=O)CCC1=O)Nc1ccc(Br)cc1
[6] CON(C)c1nc(NCC(C)C)nc(OCC#N)n1
[7] CC(=O)N(C1=C(O)c2ccccc2C(=O)C1=O)C1CCCCC1
[8] N#Cc1ccccc1NC(=O)COC(=O)COc1ccccc1[N+](=O)[O-]

entry no.	1	2	3	4	5	6	7	8
DAX1 inh-1	1.0	0.3	0.8	-0.6	-0.5	-0.2	0.1	1.8
PG9 binder	-2.6	-1.9	-0.4	1.4	3.5	0.8	-0.4	-0.4
DAX1 inh-2	-0.5	0.0	-0.6	-1.9	-0.6	2.1	-0.3	-0.7
GC-A act	2	0	0	-1	-1	1	1	-1
ADAM10 inh	-6	2	-5	2	1	-5	2	8
ADAM17 inh	-1	1	-1	-4	-1	-7	0	-3
ssDAF12 agonist	-1.2	-1.3	-1.2	-1.3	-1.1	-1.1	-1.9	-0.3
SMARCA2 activ	-1	-2	1	-2	-2	-1	5	-1
hgDAF12 agonist	3.3	-0.3	0.1	-3.0	2.1	-1.3	0.3	1.0
hcDAF-12 act	-1.9	-1.9	-1.4	-3.1	0.2	-1.1	-0.4	2.1
GAA850 FXN act	0.5	2.2	-1.3	0.2	-1.2	1.0	0.8	1.8

Whole records as entered above:
COc1cc(OC)cc(-c2nnc(SCC(=O)N(C(C)C)C(C)C)o2)c1 reads DAX1 inh-1 = 0.3; PG9 binder = -1.9; DAX1 inh-2 = 0.0; GC-A act = 0; ADAM10 inh = 2; ADAM17 inh = 1; ssDAF12 agonist = -1.3; SMARCA2 activ = -2; hgDAF12 agonist = -0.3; hcDAF-12 act = -1.9; GAA850 FXN act = 2.2
O=C(CN1C(=O)CCC1=O)Nc1ccc(Br)cc1 reads DAX1 inh-1 = -0.5; PG9 binder = 3.5; DAX1 inh-2 = -0.6; GC-A act = -1; ADAM10 inh = 1; ADAM17 inh = -1; ssDAF12 agonist = -1.1; SMARCA2 activ = -2; hgDAF12 agonist = 2.1; hcDAF-12 act = 0.2; GAA850 FXN act = -1.2

(listing goes on)
[9] CCn1cc(C2=NOC(C(=O)O)C2)c(C)n1 (stereo not given)
[10] COCCOc1ccc(C(F)(F)F)cc1NC(=O)c1ccc(F)cc1
[11] Cc1ccc(C(=O)NCCNC(=O)c2ccco2)cc1C
[12] CCN(c1ccccc1)S(=O)(=O)c1ccc(OC)c(NC(=O)c2cccs2)c1
[13] COC(=O)c1c(-c2ccccc2)c(-c2ccccc2)nn(C)c1=O
[14] Cc1nn(CC(=O)N2CCOCC2)c(=O)c2nn(-c3ccccc3)c(C)c12
[15] COc1ccc(N2C(=O)CSC2c2cccc(F)c2)cc1 (stereo not given)
[16] Cc1ccsc1C(=O)N1CCC1(C)C(=O)NCc1cccc2ccccc12 (stereo not given)

entry no.	9	10	11	12	13	14	15	16
DAX1 inh-1	-0.3	-0.1	-0.2	-1.4	-0.2	0.6	0.1	-0.6
PG9 binder	-1.6	0.3	-0.1	-0.5	-0.3	-1.2	-0.4	-1.4
DAX1 inh-2	0.2	1.0	-1.9	-0.1	1.0	0.0	1.9	.
GC-A act	3	1	-1	2	-1	-4	-7	-4
ADAM10 inh	-5	-5	2	5	-11	-2	5	-2
ADAM17 inh	-4	-7	3	-3	-2	-4	4	-3
ssDAF12 agonist	-0.5	-0.6	-1.1	-2.0	-1.5	-1.1	-0.5	-1.8
SMARCA2 activ	1	1	-1	0	1	-1	-1	-3
hgDAF12 agonist	0.8	-3.7	-0.5	1.9	0.3	-1.2	0.2	-2.4
hcDAF-12 act	-0.5	-0.3	-1.6	-1.4	-0.1	-1.4	-0.9	-1.2
GAA850 FXN act	1.2	3.1	0.3	0.4	0.4	-0.8	-0.4	-1.0

[17] C[C@H](CO)N1C[C@H](C)[C@@H](CN(C)C(=O)Nc2ccc(C(F)(F)F)cc2)Oc2c(NS(=O)(=O)c3cn(C)cn3)cccc2C1=O
[18] Cc1ccc(N2C(=O)c3ccc(C(=O)O)cc3C2=O)c(C)c1
[19] COc1cc(-c2noc(-c3ccccc3C(=O)NCc3ccco3)n2)cc(OC)c1OC
[20] CCOC(=O)c1c(NC(=O)CSc2n[nH]c(CNc3ccccc3)n2)sc(C)c1C
[21] COC(C/C=C/C(=O)COCc1ccccc1)OC
[22] CCCCN(C)CCNC(=O)CCn1nc(-c2ccc(Cl)cc2)ccc1=O
[23] Cc1cccc(NC(=S)NCCc2ccccn2)c1
[24] COc1ccc(N(CC(=O)NC2CC3CCC2C3)S(=O)(=O)c2ccc(C)c([N+](=O)[O-])c2)cc1 (stereo not given)

entry no.	17	18	19	20	21	22	23	24
DAX1 inh-1	0.5	-0.4	-0.1	-0.5	-0.3	1.9	1.3	0.1
PG9 binder	-0.7	0.2	-2.5	-2.7	0.8	1.0	-0.4	-1.3
DAX1 inh-2	-0.2	1.1	-1.2	-0.9	-0.3	4.1	.	-0.1
GC-A act	1	-1	-2	-10	3	-8	-1	-4
ADAM10 inh	-12	4	-1	-6	-3	5	-11	-6
ADAM17 inh	-3	2	1	-3	2	-1	-2	-1
ssDAF12 agonist	-1.3	-0.3	-1.3	-0.8	-0.8	-0.9	-1.1	-0.7
SMARCA2 activ	0	0	-1	-2	2	2	-3	-2
hgDAF12 agonist	-1.3	1.1	-4.2	-2.5	-1.5	-1.7	1.5	-0.2
hcDAF-12 act	-0.9	2.9	-2.0	-1.8	0.0	-0.8	-0.8	-0.6
GAA850 FXN act	1.2	0.9	-3.8	-1.5	-1.1	0.4	0.0	-1.9

[25] COc1ccc(C(CCNCc2ccc(N(C)C)cc2)c2ccccc2OC)cc1 (stereo not given)
[26] Cc1ccc2nc(-c3ccc(O)cc3)oc2c1
[27] Cn1cncc1C#Cc1ccc2cc(CCCO)oc(=O)c2c1
[28] Cc1ccc(C(=O)Nc2scc(-c3ccccc3)c2C(=O)O)cc1
[29] CCCc1cc(=O)oc2cc3oc(C)c(C)c3cc12
[30] O=C(Nc1cnccn1)Nc1ccccc1Cl
[31] CC1CCCN(c2ccc(C(=O)Nc3nnc(C4CC4)s3)cc2[N+](=O)[O-])C1 (stereo not given)
[32] O=C(O)Cc1sc(Nc2ccccc2)nc1-c1ccc(Cl)cc1

entry no.	25	26	27	28	29	30	31	32
DAX1 inh-1	-0.3	2.8	-0.2	1.0	-1.1	-0.4	-0.8	0.9
PG9 binder	-0.9	-1.0	-1.5	-0.1	0.8	-4.5	-1.4	-3.8
DAX1 inh-2	-1.6	-0.4	-0.4	1.7	0.7	0.9	0.7	1.5
GC-A act	-53	-13	0	1	-5	3	-2	-2
ADAM10 inh	-4	-170	-354	-12	-45	-6	8	-15
ADAM17 inh	-1	-71	-80	-1	-10	0	1	-6
ssDAF12 agonist	-1.3	2.2*	-1.4	-0.9	-1.3	-0.8	-0.8	0.7
SMARCA2 activ	-2	3	2	1	-3	1	0	6
hgDAF12 agonist	-0.7	19*	1.7	6.3	-0.8	1.9	2.9	11*
hcDAF-12 act	-1.4	9.0*	-0.9	4.1	-1.6	0.2	1.2	2.4
GAA850 FXN act	4.9	4.4	1.9	1.3	1.1	3.1	2.9	7.0

[33] CCOC(=O)[C@H]1[C@H]2COc3ccc(OC)cc3[C@@H]2N2C(=O)[C@H](C)NC(=O)[C@@]12C
[34] Cc1ccc(C(=O)Nc2ccc(S(=O)(=O)N3CCCC3)cc2)cc1
[35] Cc1ccc(S(=O)(=O)NCCC(=O)N2CCCC(C)C2)cc1 (stereo not given)
[36] CC(NC(=O)C(C(=O)c1cccc([N+](=O)[O-])c1)n1cc(Cl)ccc1=O)c1ccccc1 (stereo not given)
[37] Cc1cc(C)cc(C(=O)/C=C2\NC(=O)CS2)c1
[38] CN(CC(O)CN)CC(O)CN1CCCCC1 (stereo not given)
[39] Cn1c(SCc2nc(-c3ccc(Cl)cc3)no2)nnc1-c1cccs1
[40] COc1ccc(C(=O)Nc2ccccc2C(=O)NCc2ccco2)cc1OC
[41] COc1cccc(NC(=S)NNC(=O)C(C)n2nc(C)c([N+](=O)[O-])c2C)c1 (stereo not given)
[42] CCS(=O)(=O)N1CCCC(C(=O)NCCc2ccc(C)cc2)C1 (stereo not given)
[43] CCOc1ccc(N(CC(=O)NC2CC3CCC2C3)S(=O)(=O)c2ccc(C)cc2)cc1 (stereo not given)

entry no.	33	34	35	36	37	38	39	40	41	42	43
DAX1 inh-1	-0.2	-0.5	0.0	0.6	0.2	-0.5	-0.4	-2.2	0.9	-0.4	-0.9
PG9 binder	-0.5	0.6	0.1	-1.0	1.6	-0.5	0.4	-1.3	-0.7	-2.5	-3.5
DAX1 inh-2	0.8	-0.5	0.3	0.4	-0.2	0.4	-0.3	-1.1	1.2	-1.4	-0.1
GC-A act	0	0	3	4	5	0	0	3	3	1	0
ADAM10 inh	0	1	-13	-9	4	-4	-6	-7	2	0	14
ADAM17 inh	-3	1	0	-11	-3	2	1	0	2	-1	-4
ssDAF12 agonist	-1.2	-1.0	-0.6	-1.3	-1.3	-1.3	-1.1	-2.4	-1.7	-0.3	-1.2
SMARCA2 activ	1	0	-3	-2	-5	-2	0	2	0	-3	1
hgDAF12 agonist	-0.4	2.9	-0.1	1.2	-1.0	0.8	-0.7	-3.5	1.6	-0.7	3.5
hcDAF-12 act	-0.9	-0.2	-1.1	-1.2	-1.2	3.2	-1.0	-1.8	-1.5	5.3	-0.8
GAA850 FXN act	0.5	1.2	-0.1	1.1	0.0	0.2	2.6	0.7	1.8	-0.8	1.3

Reprinted at random: 2 compounds from above.
[24] COc1ccc(N(CC(=O)NC2CC3CCC2C3)S(=O)(=O)c2ccc(C)c([N+](=O)[O-])c2)cc1 (stereo not given)
[12] CCN(c1ccccc1)S(=O)(=O)c1ccc(OC)c(NC(=O)c2cccs2)c1

entry no.	24	12
DAX1 inh-1	0.1	-1.4
PG9 binder	-1.3	-0.5
DAX1 inh-2	-0.1	-0.1
GC-A act	-4	2
ADAM10 inh	-6	5
ADAM17 inh	-1	-3
ssDAF12 agonist	-0.7	-2.0
SMARCA2 activ	-2	0
hgDAF12 agonist	-0.2	1.9
hcDAF-12 act	-0.6	-1.4
GAA850 FXN act	-1.9	0.4
